Screens (PubChem)
H9c2 TAG inh – inhibitors of triacylglycerol accumulation; 0.66% of 230,000 active; AID 651582; inhibition, % at 12.5 µM; H9c2 cells, Nile Red lipid (TAG) fluorescence; cells loaded with 200 µM oleic acid;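 active means pattern-corrected inhibition of lipid staining of at least 50% with the nuclear-stain viability signal not falling by more than 50%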;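 further: 0% = DMSO wells and 100% = triacsin C control wells; some results filed as inactive read as strong as hits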
H9c2 TAG inh DAPI viability – recorded beside H9c2 TAG inh, whose call it bears; DAPI nuclei signal change (viability), lower = more cytotoxic, %;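 whole-well DAPI fluorescence read on a plate reader as a viability signal; minus 50 percent equals half of cells still viable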
* marks the source's active call; other numbers are inactive results. Not all compounds are listed; count on the stated rates, not on these rows.

Screens in order – H9c2 TAG inh	H9c2 TAG inh DAPI viability
1: Cc1c(F)cccc1NC(=O)c1ccc2c(c1)CCN2S(C)(=O)=O
 : -4.8	0.2
2: CCCNC(=O)Cn1nc(C(F)(F)F)c2c1CCCC2
 : 9.4	-10.4
3: Cc1nc2c(sc3nc(N4CCOCC4)c4c(c32)CC(C)(C)OC4)c(-c2ccccc2)c1C(=O)O
 : 4.8	4.0
4: COc1ccc(NC(=O)COC(=O)CCC2CCCC2)c(OC)c1
 : -8.8	-1.1
5: CNc1snc(C)c1C(=O)OC(C)C(=O)Nc1ccccc1 (stereo not given)
 : -19.5	3.9
6: O=C(NCc1ccccc1)c1cc(S(=O)(=O)N2CCOCC2)ccc1F
 : 3.8	-5.5
7: Cc1cccc(N(CC(=O)NCCSCc2ccccc2)S(C)(=O)=O)c1
 : -0.6	2.5
8: CCOc1cc(/C=N/Nc2ncnc(Cl)c2N)ccc1O
 : -14.5	11.7
9: O=C(Nc1ccccc1)c1ccncc1
 : -11.7	-4.0
10: O=C(Nc1ccc2c(c1)OCO2)c1cccc2c1C(=O)N(Cc1cccnc1)C2
 : 12.2	3.4
11: O=C(NCC1CCCCC1)c1cccnc1
 : 4.1	-10.2
12: CC(=O)Nc1ccc(NC(=O)c2ccnn2C)cc1
 : -6.4	-7.1
13: O=C(N/N=C/c1ccccc1[N+](=O)[O-])c1ccc2c(c1)OCCO2
 : -2.2	-3.1
14: Cc1ccc(S(=O)(=O)c2ccc(Cl)cc2)cc1S(=O)(=O)N1CCOCC1
 : -26.7	9.8
15: CN(C)c1ccc(N/C(=N\S(=O)(=O)c2cccs2)c2ccccc2)cc1
 : -0.9	-6.2

Rewritten field by field: 4 of the compounds above
(10) O=C(Nc1ccc2c(c1)OCO2)c1cccc2c1C(=O)N(Cc1cccnc1)C2
  H9c2 TAG inh: 12.2	H9c2 TAG inh DAPI viability: 3.4

(11) O=C(NCC1CCCCC1)c1cccnc1
  H9c2 TAG inh: 4.1	H9c2 TAG inh DAPI viability: -10.2

(12) CC(=O)Nc1ccc(NC(=O)c2ccnn2C)cc1
  H9c2 TAG inh: -6.4	H9c2 TAG inh DAPI viability: -7.1

(13) O=C(N/N=C/c1ccccc1[N+](=O)[O-])c1ccc2c(c1)OCCO2
  H9c2 TAG inh: -2.2	H9c2 TAG inh DAPI viability: -3.1

New compounds follow.
Screens in order – H9c2 TAG inh	H9c2 TAG inh DAPI viability
16: CCCN(CCC)C(=O)C(c1ccccc1)C1(O)CCCCC1 (stereo not given)
 : -5.7	-12.6
17: O=Cc1c(-c2ccccc2)nc2ccccn12
 : -8.5	5.9
18: O=C(COC(=O)c1ccc(S(=O)(=O)N2CCCCCC2)cc1)Nc1ccccc1C(F)(F)F
 : 4.8	-3.1
19: COc1cccc(C(=O)NCc2ccc3[nH]c(C)cc3c2)c1
 : -3.2	19.2
20: COc1ccc(OC)c2sc(NNC(=O)C3COc4ccccc4O3)nc12 (stereo not given)
 : 1.6	-10.4
21: O=C(N/N=C/c1ccccn1)c1cc(-c2ccncc2)nc2ccccc12
 : 4.0	-13.1
22: CCCC/C(O)=C/c1nc2ccccc2[nH]c1=O
 : 7.8	-4.6
23: CC(=O)c1c(C)[nH]c(C(=O)N2CCN(S(=O)(=O)c3ccc(C)cc3C)CC2)c1C
 : 14.0	1.2
24: CCCC(=O)N1CCC1(C)C(=O)Nc1ccc(-n2cccc2)cc1 (stereo not given)
 : 2.3	2.8
25: c1ccc(-c2ccc3nnnn3n2)cc1
 : 4.2	2.5
26: COc1ccc(Cl)cc1Nc1cc(C)nc2ncnn12
 : 6.7	-1.5
27: Cc1cccc(-n2ncc3c(NCCCn4ccnc4)ncnc32)c1
 : 14.4	-11.5
28: Cc1cc(OCC(=O)N2CCOCC2)ccc1[N+](=O)[O-]
 : 8.1	-4.3
29: O=C(NC(=S)Nc1ccc(N2CCCC2)cc1)c1ccc(F)cc1
 : 22.1	-2.1
30: O=C(C1=C[C@@H](c2ccc(Br)cc2)C[C@@H](OCc2ccc(CO)cc2)O1)N1CCN(Cc2ccc3c(c2)OCO3)CC1
 : -5.2	-1.5

Not a retest: an excerpt of the list.
Screens in order – H9c2 TAG inh	H9c2 TAG inh DAPI viability
11: O=C(NCC1CCCCC1)c1cccnc1
 : 4.1	-10.2
12: CC(=O)Nc1ccc(NC(=O)c2ccnn2C)cc1
 : -6.4	-7.1
13: O=C(N/N=C/c1ccccc1[N+](=O)[O-])c1ccc2c(c1)OCCO2
 : -2.2	-3.1
14: Cc1ccc(S(=O)(=O)c2ccc(Cl)cc2)cc1S(=O)(=O)N1CCOCC1
 : -26.7	9.8
15: CN(C)c1ccc(N/C(=N\S(=O)(=O)c2cccs2)c2ccccc2)cc1
 : -0.9	-6.2
16: CCCN(CCC)C(=O)C(c1ccccc1)C1(O)CCCCC1 (stereo not given)
 : -5.7	-12.6
17: O=Cc1c(-c2ccccc2)nc2ccccn12
 : -8.5	5.9
18: O=C(COC(=O)c1ccc(S(=O)(=O)N2CCCCCC2)cc1)Nc1ccccc1C(F)(F)F
 : 4.8	-3.1
19: COc1cccc(C(=O)NCc2ccc3[nH]c(C)cc3c2)c1
 : -3.2	19.2
20: COc1ccc(OC)c2sc(NNC(=O)C3COc4ccccc4O3)nc12 (stereo not given)
 : 1.6	-10.4
21: O=C(N/N=C/c1ccccn1)c1cc(-c2ccncc2)nc2ccccc12
 : 4.0	-13.1
22: CCCC/C(O)=C/c1nc2ccccc2[nH]c1=O
 : 7.8	-4.6
23: CC(=O)c1c(C)[nH]c(C(=O)N2CCN(S(=O)(=O)c3ccc(C)cc3C)CC2)c1C
 : 14.0	1.2
24: CCCC(=O)N1CCC1(C)C(=O)Nc1ccc(-n2cccc2)cc1 (stereo not given)
 : 2.3	2.8
25: c1ccc(-c2ccc3nnnn3n2)cc1
 : 4.2	2.5
26: COc1ccc(Cl)cc1Nc1cc(C)nc2ncnn12
 : 6.7	-1.5
27: Cc1cccc(-n2ncc3c(NCCCn4ccnc4)ncnc32)c1
 : 14.4	-11.5

Other compounds
Screens in order – H9c2 TAG inh	H9c2 TAG inh DAPI viability
31: C[C@]12CC[C@H](O)CC1=CCC1C2CC[C@@]2(C)C1CC[C@@H]2NC(=O)CCC(=O)O (stereo not given in full)
 : 4.1	3.0
32: CCN(c1ccccc1)P(=O)(Nc1ccccc1)Nc1ccccc1
 : -10.3	1.8
33: Cc1cc([N+](=O)[O-])nn1CC(=O)Nc1ccc(Cl)cn1
 : 2.8	-2.3
34: COCCNC(=O)C(=O)NCC1OCCN1C(=O)c1ccc(Cl)cc1 (stereo not given)
 : -5.2	-4.0
35: O=C(NCCc1nc2ccccc2[nH]1)/C(=C/c1ccc2c(c1)OCO2)NC(=O)c1ccccc1
 : 9.4	-3.2
36: COc1cc(NS(=O)(=O)c2ccc(NC(=O)/C=C/c3ccc([N+](=O)[O-])cc3)cc2)ncn1
 : 4.5	-4.1
37: CCS(=O)(=O)n1nc(-c2ccccc2)nc1N
 : 22.5	-2.4
38: Cc1ccc(CCNC(=O)CCS(=O)(=O)c2ccc(Br)cc2)cc1
 : 3.5	-6.6
39: O=C(COC(=O)c1ccccc1NC(=O)c1ccco1)NCCC1=CCCCC1
 : -3.2	10.7
40: CC(Cc1ccccc1)=NNS(=O)(=O)c1ccc([N+](=O)[O-])cc1
 : 9.6	-3.6
41: CCc1nc2c(OCc3ccc(C#N)cc3)cccn2c1N(C)C(=O)c1cccs1
 : -1.5	-0.3
42: O=C(CCCc1ccccc1)Nc1ccccn1
 : 15.0	-8.9
43: COC(=O)[C@]1(Cc2ccccc2)N[C@H](c2ccc(-c3cccc(Cl)c3)cc2)[C@@H]2C(=O)N(C)C(=O)[C@@H]21
 : 10.6	-7.6
44: COc1ccc(NC(=O)c2cc(Cl)ccc2NC(=O)c2ccco2)c(OC)c1
 : 40.4	-14.8
45: CC1(C)CC(=O)C2=C(C1)OC(N)=C(C#N)C2c1ccoc1 (stereo not given)
 : 2.0	-4.3
46: CCOC(=O)N1CCC(N2CCN(S(=O)(=O)c3ccc(OC)cc3)CC2)CC1
 : -25.4	0.9
47: COc1ccc(NC(=O)C2=CC(c3ccco3)=NS(=O)(=O)N2C)cc1OC
 : 11.9	-1.1
48: Cc1ccc(Cl)cc1N1CCN(C(=O)Cc2c(C(=O)O)[nH]c3ccc(Cl)cc23)CC1
 : -12.6	8.0
49: COC(=O)c1cccc(NC(=O)NC(=O)c2ccc(Cl)cc2)c1
 : 0.2	6.5
50: COc1ccc(-c2cc(C(=O)N(C)CCc3ccc(OC)c(OC)c3)c3ccccc3n2)cc1
 : 6.4	-6.7
51: COc1ccc(NC(=O)CN(C)C(=O)C2(c3ccccc3)CCCC2)cc1
 : 3.5	1.2
52: O=[N+]([O-])c1cc([N+](=O)[O-])c(Oc2cccc3ccccc23)cc1NN1CCCCC1
 : 18.7	-13.2
53: O=c1[nH]c(CSc2nc3ccccc3s2)nc2ccccc12
 : 2.5	-7.3
54: Cc1cc(C)n2nc(C(=O)OCC(=O)N(C)CC(=O)Nc3ccc(F)cc3)nc2n1
 : 11.0	-0.5
55: CC1(C)C([N+](=O)[O-])C(c2ccccc2O)NC(c2ccccc2O)C1[N+](=O)[O-] (stereo not given)
 : -3.0	9.1
56: COc1ccc(CCNC(=O)CSc2nnc(Cc3cccn3C)n2C)cc1OC
 : -13.0	1.6
57: COc1cc(C(=O)O/N=C2/C=C(C)C(=O)C=C2C)cc(OC)c1OC
 : 7.6	0.9
58: CN=C(C)/C(C(=O)OC)=C(/O)c1ccc(Cl)cc1Cl
 : 10.1	-11.8
59: O=C(Nc1cccc(S(=O)(=O)NC2=NCCC2)c1)C1CCCCC1
 : 7.8	-5.9
60: NC(=S)Nc1cccc(-c2n[nH]c(=S)o2)c1
 : -2.8	-1.7
61: CC1(C2(O)CCCCC2)NCCc2ccccc21 (stereo not given)
 : -3.9	7.9
62: CCN(CC)CCCOc1ccc(C)cc1Br
 : 20.1	-0.3
63: Cc1[nH]c2ccccc2c1C(=O)C(=O)N1CCOCC1
 : -0.2	2.4
64: CC12C(=O)N(c3cccc(OC(=O)c4ccco4)c3)C(=O)C1C1c3ccccc3C2c2ccccc21 (stereo not given)
 : -1.7	15.8
65: O=C(C1CC(=O)N(C2CCCC2)C1)N1CCN(c2cccc(C(F)(F)F)c2)CC1 (stereo not given)
 : 6.1	-0.7
66: CCc1cc2ccc(OC)cc2nc1SCC(=O)N1CCN(C(=O)c2ccco2)CC1
 : -10.4	-3.2
67: Nc1[nH]nc2nc(N3CCCC3)nc(-c3ccccc3)c12
 : 17.6	2.7
68: CC(=O)Nc1ccc(S(=O)(=O)N(C)c2ccc(OCCOc3ccccc3F)cc2)cc1
 : -3.0	-13.1
69: Cc1ccc(S(=O)(=O)NCCC(=O)NCc2ccc(Cl)cc2)cc1C
 : -30.7	3.1
70: C/C(=N/NC(=S)Nc1cccc(C)c1)c1cccc([N+](=O)[O-])c1
 : 3.6	7.7
71: COc1cc(-c2ccccc2)nc2ccccc12
 : 0.1	3.0
72: COc1ccc(Cc2nnc(SCC(=O)NC3CCCC3)o2)cc1
 : -8.7	-0.4
73: CS(=O)(=O)Nc1ccc(-c2ccc3nccn3c2)cc1
 : 10.6	1.3
74: Cc1cc(S(=O)(=O)N2CCCOC2CNC(=O)C(=O)NCc2ccco2)ccc1F (stereo not given)
 : -4.9	-2.3
75: COc1ccc(CCNC(=S)NNC(=O)c2c(Br)c(C)nn2C)cc1OC
 : 10.6	-2.3

Next part
entry	mol	H9c2 TAG inh	H9c2 TAG inh DAPI viability
76	O=C(O)c1cc(S(=O)(=O)N2CCN(S(=O)(=O)c3ccc4ccccc4c3)CC2)ccc1Br	-8.2	-2.4
77	COc1ccc(Cn2c(N)c(S(=O)(=O)c3cccs3)c3nc4ccccc4nc32)cc1	-151.9	28.2
78	N#C/C(=C\c1cccs1)C(=O)NCC1CCCO1 (stereo not given)	-9.6	-7.4
79	CC(=O)N1CCC(C(=O)Nc2ccccc2)(N(Cc2ccccc2)C(=O)c2cccnc2)CC1	6.8	9.0
80	COC(=O)c1c(NC(=O)C2=COCCO2)sc(C)c1C	-8.9	-8.3
81	CCOCCCNc1nc(C)nc2c1nnn2Cc1c(F)cccc1Cl	2.4	4.0
82	COC(=O)c1sccc1NC(=O)Nc1ccccc1F	-5.0	0.8
83	N#Cc1cc2cc3c(cc2nc1N1CCOCC1)OCO3	7.5	27.1
84	O=C1Cc2cc(S(=O)(=O)NCc3ccc(F)cc3)ccc2N1	4.6	-9.4
85	Cc1nc2c3ccccc3nc(NNC(=O)CCC(=O)NC3CCCC3)n2n1	11.0	-8.2
86	CC(C)CN(C(=O)COC(=O)CSc1ccc([N+](=O)[O-])cc1)C1CCS(=O)(=O)C1 (stereo not given)	-6.0	8.8
87	O=C(Nc1cccc(S(=O)(=O)N2CCCC2)c1)C1CCCN1C(=O)c1cccs1 (stereo not given)	-6.1	6.3
88	COCCNC(=O)c1cccc2c1C(=O)c1ccc(N3CCOCC3)cc1S2(=O)=O	3.3	5.5
89	CC(C)(C)c1ccccc1NC(=O)N1CCNC(=O)C1CC(=O)Nc1ccc(F)cc1 (stereo not given)	10.3	-1.5
90	CCOC(=O)CC1C(=O)NCCN1S(=O)(=O)c1ccccc1Cl (stereo not given)	-40.8	-0.3
91	Nc1nccnc1C(=O)OCC(=O)NC1CCCc2ccccc21 (stereo not given)	3.0	12.4
92	COc1ccc(OC)c(CCNC(=O)C(=O)Nc2ccc3nc4n(c(=O)c3c2)CCCCC4)c1	7.4	-0.5
93	CCC(NC(=O)c1ccccc1NC(=O)C(C)(C)C)C(=O)N1CC(C)OC(C)C1 (stereo not given)	-2.7	-1.4
94	COc1ccc(CNC(=O)C[C@H]2C[C@H](C(=O)N3CCCCC3)[C@@]3(C)c4[nH]c5ccc(Cl)cc5c4CCN3C2=O)cc1OC	27.4	-6.0
95	CCOC(=O)N1CCN(C(=O)c2ccc(CNS(=O)(=O)c3ccc(C)cc3)cc2)CC1	-20.9	1.8
96	Cc1ccc(C)c2c1CCC(=Cc1ccccc1[N+](=O)[O-])C2=O	-0.7	-9.6
97	O=C(/C=C/c1ccnc2ccccc12)c1cccs1	2.9	1.9
